Compound activity (PubChem)
Ub-GFP proteasome = proteasome inhibitors stabilizing ubiquitin-GFP reporter; Ubiquitin-GFP reporter cells, proteasome inhibition, GFP fluorescence; response scale: untreated = 0%, 10 µM MG-132 = 100%; Potency, µM (series often up to 45.9 µM), inactives show at the top dose activation (GFP accumulation), actives largely listed as activators; 67,000 tested, under 10 active; active means well fitted activation curve with a large enough effect, not every such curve was filed as active; inconclusive means small, poorly fitted or top-dose-only effect, or another doubt; inactive means no such curve, though single readings can be large or run the other way; further: potency means the concentration at half of the fitted maximal effect
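U2OS Ub(G76V)-GFP reporter; O/N plating, 0.5% FBS; cpd 46 uM–2.9 nM, 4 h, 37 °C; GFP+ cell count, 488/515 nm; norm. to basal vs 10 uM MG-132; CRC fit.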
ERK AVP inh = blocks ERK signaling stimulated by vasopressin; HEK293-V1b, vasopressin-stimulated pERK AlphaScreen; Potency, µM (titrated, usually from 57.5 µM), inactives show at the top dose activity, negative = inhibition, actives largely listed as inhibitors; 72,000 compounds, 0.99% hits; further: potency means the concentration at half of the fitted maximal effect; on the % scale 0 is the no-effect control and ±100 the full control effect; nearly all actives have a fitted effect of over 55% in size
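Overnight-seeded V1b-HEK293 cells in 1% FBS got compound, then vasopressin (25 nM final, 5 min, 37C), then lysis buffer. AlphaScreen detection of phospho-ERK; activity normalized to basal and full-stimulation controls.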
HBB splice mod = modulators of hemoglobin beta chain splicing. HBB splicing reporter cell assay, activation; EGFP reporter with mutant IVS2-654 intron; response scale: normalised to 500 nM splice-correcting PNA. 65,000 compounds, 0.06% hits. Potency, µM (series often up to 46.1 µM), for inactives: top-dose activation, actives largely listed as activators; further: potency means the concentration at half of the fitted maximal effect; 0% is about no effect
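Compounds were applied for 2 days to HeLa EGFP-654 cells, 500/well in Optimem with 2% FCS. The reporter's EGFP is disrupted by mis-splicing of beta-globin intron IVS2-654. Readout: summed well GFP fluorescence from 488 nm laser scanning; reference was 500 nM antisense […] 654 PNA.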
Fluorescein fluor = fluorescein region autofluorescence; Compound autofluorescence, 480/540 nm, fluorescein-equivalent; stronger effect = higher value; max fluorescein-equivalent concentration, M; 59,000 compounds, 0.91% hits; in the data active means max fluorescein-equivalent concentration above about 10 nM; inconclusive means between about 1.1 nM and that limit
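Values reflect compound autofluorescence, normalized to fluorescein on the same plate and reported at each tested concentration. Conditions: 100 mM Tris pH 8.0, room temperature, 15 min, excitation 480 nm, emission 540 nm.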
Epigenetic mod = derepresses silenced GFP locus in mouse C127i cells; mouse C127i GFP locus derepression, cytometry, 30 h; Potency, µM (highest dose often 46.1 µM), without a hit: at the top dose GFP derepression (activation); 68,000 compounds, 0.09% hits; AID 597; further: % of control where 0% means no effect
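Read-out is the number of GFP-positive cells, scored as fluorescent objects 20 to 120 um wide, reflecting derepression of a silenced CMV-GFP reporter in murine C127i cells after 30 h compound exposure at 37 C.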
4MU fluor = compounds fluorescent in 4-MU spectral region; compound autofluorescence, 340/450 nm, 4-MU equivalents; stronger effect = higher value; max dye-equivalent concentration, M; 59,000 compounds, 11% hits; in the data active means max dye-equivalent concentration above about 10 nM; inconclusive means mostly about 1.1 nM to 9.6 nM
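Intrinsic fluorescence at 340/450 nm (ex/em) was read after 15 min at room temperature in pH 8.0, 100 mM Tris. Each compound concentration expressed as 4-MU-equivalent concentration from a six-point 4-MU standard series on each plate.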
Hsp90 Hop PPI = changes Hsp90-Hop TPR2A binding signal, up or down | AlphaScreen TPR2A-His6 binding biotin-Hsp90 C-terminal peptide | Potency, µM (series often up to 57 µM), inactives show top-dose activity change, negative = inhibition | 71,000 compounds, 0.44% hits | AID 595; active means well fitted curve in either direction with a large enough effect; inconclusive means small, poorly fitted or top-dose-only effect, or another doubt; further: potency means the concentration at half of the fitted maximal effect; on the % scale 0 is the no-effect control and ±100 the full control effect; many of its hits are not listed in these tables
TexasRed autofl = Texas Red region autofluorescence | Compound fluorescence, Texas Red channel, 547/618 nm; stronger effect = higher value | max dye-equivalent concentration, M | 59,000 compounds, 0.06% hits | AID 587; in the data active means max dye-equivalent concentration above about 10 nM; inconclusive means between about 1.1 nM and that limit
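Compound fluorescence was read after 15 min at room temperature in 100 mM Tris, pH 8.0, using 547 nm excitation and 618 nm emission across a concentration series. It was expressed as Texas Red dye-equivalent concentration from an on-plate standard curve.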
A350 autofl = A350 region autofluorescence. Compound autofluorescence, 340/450 nm, Alexa 350 dye-equivalents; stronger effect = higher value. AID 590. max dye-equivalent concentration, M. 59,000 compounds, 11% hits; in the data active means max dye-equivalent concentration above about 10 nM; inconclusive means mostly about 1.1 nM to 9.6 nM
CRE Fsk mod = modulators of forskolin-stimulated CRE signaling in CHO cells | CHO CRE-bla reporter (cAMP response element driving beta-lactamase), forskolin EC10, beta-lactamase ratio | Potency, µM (top dose mostly 38.2 µM), inactives show top-dose activity change, negative = inhibition, actives largely listed as activators | 71,000 compounds, 2.5% hits; active means well fitted activation curve with a large enough effect in the signal ratio, with a control signal flat, not every such curve was filed as active; inconclusive means small, poorly fitted or top-dose-only effect, or effect the other way, or a change in a side signal; the % refers to the signal ratio; further: potency means the concentration at half of the fitted maximal effect; % of control where 0% means no effect
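The 460nm/530nm emission ratio after CCF4 loading defined %Activity, from which AC50 values were obtained. CRE-bla CHO cells received compound dilution series together with an EC10 level of NKH 477 for 3 hours at 37 degrees Celsius.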
FLuc inh = firefly luciferase inhibition; P08659; Potency, µM (doses to about 57.1 µM), for the others: at the highest dose activity change, negative = inhibition, usual class: inhibitors; purified firefly luciferase, luminescence, 8 min; 72,000 compounds, 2.2% hits; AID 411; further: potency means the concentration at half of the fitted maximal effect; on the % scale 0 is the no-effect control and ±100 the full control effect; nearly all actives have a fitted effect of over 40% in size
Target sequence (P08659 whole entry, looked up): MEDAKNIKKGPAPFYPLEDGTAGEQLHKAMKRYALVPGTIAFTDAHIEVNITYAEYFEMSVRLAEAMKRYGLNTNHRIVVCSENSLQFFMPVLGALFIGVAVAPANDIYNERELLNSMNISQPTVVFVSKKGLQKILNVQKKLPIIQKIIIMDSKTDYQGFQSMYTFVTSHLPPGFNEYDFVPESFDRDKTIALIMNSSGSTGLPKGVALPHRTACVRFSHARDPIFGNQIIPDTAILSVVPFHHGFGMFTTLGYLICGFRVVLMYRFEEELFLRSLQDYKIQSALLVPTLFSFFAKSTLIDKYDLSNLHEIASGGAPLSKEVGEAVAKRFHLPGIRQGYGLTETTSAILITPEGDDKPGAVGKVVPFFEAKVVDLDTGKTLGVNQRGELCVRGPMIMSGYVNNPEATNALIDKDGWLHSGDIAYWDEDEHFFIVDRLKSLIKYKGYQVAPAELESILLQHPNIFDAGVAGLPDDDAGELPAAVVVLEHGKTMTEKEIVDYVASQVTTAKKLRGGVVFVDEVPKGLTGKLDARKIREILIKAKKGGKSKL
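qHTS concentration-response profiling: light output of P. pyralis luciferase with luciferin and 10 uM ATP, imidazole buffer pH 7.2. Read by luminescence after 8-min room-temperature incubation.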
* = called active by the depositor; i = inactive; u = inconclusive; x = no result given; [ ] = remark or other dose. Unless noted, the call rests on the fitted dose curve; in most records, active means well fitted curve in the direction sought with a large enough effect; inconclusive means small, poorly fitted or top-dose-only effect, or another doubt; inactive means no such curve, though single readings can be large; an effect the other way counts as inactive or inconclusive.

Every second line gives: Hsp90 Hop PPI	ERK AVP inh	4MU fluor	Fluorescein fluor	CRE Fsk mod	Ub-GFP proteasome	FLuc inh	TexasRed autofl	HBB splice mod	Epigenetic mod	A350 autofl
- CNc1ccccc1-n1ccc(-c2ccccc2)n1
→ 22%	-4%	i	i	-14%	0%	-15%	i	-0.9%	3%	i
- Cc1nn(Cc2ccccc2)c(Cl)c1C(=O)OCc1nnc(-c2ccc(Cl)cc2)o1
→ 23%	41%[activator]	u	i	-6%	6%	0%	i	-0.1%	-1%	u
- O=C(c1cnccn1)N1CCC2(CC1)CCN(c1ncccn1)CC2
→ -2%	2%	i	i	u	9%	2%[11.4 µM]	i	1.8%	5%[9.22 µM]	i
- c1ccc2c(N3CCCCC3)nc(N3CCCCC3)nc2c1
→ x	x	5.6e-08M*	i	x	x	1%[25.5 µM]	i	x	0%[20.6 µM]	5.3e-08M*
- O=C(CSc1nc2c(cnn2-c2ccc(F)cc2)c(=O)[nH]1)N1CCCCCC1
→ -1%	x	x	x	u	-1%	1%	x	0.1%	x	x
- O=C(NCCN1CCOCC1)c1ccc2c(c1)N(Cc1ccc(F)cc1)C(=O)CS2
→ -4%	-12%	x	x	-1%	13%	2%	x	-0.5%	-3%	x
- Cc1nn(-c2ccccc2)c2c1C1(C(=O)N(C)c3ccccc31)C(C#N)=C(N)O2 (stereo unspecified)
→ -2%	-11%	u	i	-19%	6%	-1%	i	-0.7%	0%	u
- CN(C)c1nc(OCCNC(=O)COc2ccc(Cl)cc2Cl)nc(N2CCOCC2)n1
→ 1%	-18%	i	i	11%	0%	3%	u	-2.6%	0%	i
- Cc1cccc(CCNC(=O)c2nnc(Cc3ccc(Cl)cc3)o2)c1
→ -1%	5%	x	x	-5%	6%	-1%	x	0.0%	2%	x
- CC(=O)N1CCN=C1SCc1ccccc1F
→ -3%	-16%	x	x	-12%	12%	1%	x	0.0%	3%	x
- CCOC(=O)c1c(N)c(C#N)nn1-c1ccccc1C(=O)OC
→ -2%	-13%	i	i	3%	-9%	0%	i	0.3%	0%	i
- O=C(CCC(=O)N(c1cccc(F)c1)C(C(=O)NC1CCCC1)c1ccncc1)Nc1cccnc1 (stereo unspecified)
→ -6%	11%	i	i	3%	-5%	3%	u	x	-3%	i
- Cn1c(=O)c2c(nc(NCC3CCCO3)n2C)n(C)c1=O (stereo unspecified)
→ -5%	-8%	i	u	5%	-5%	0%	i	1.1%	-2%	i
- CC(C)NC(=O)N1CCC2(CC1)CCN(S(C)(=O)=O)CC2
→ -6%	2%	i	i	-13%	3%	1%[11.4 µM]	i	2.1%	0%[9.22 µM]	i
- N=C1C(c2nc3ccccc3c(=O)[nH]2)=C(O)CN1CCc1ccccc1
→ -3%	-27%	x	x	u	3%	0%	x	-0.7%	0%	x
- COc1ccc(C)cc1NC(=O)CSc1nnc(COc2ccccc2)n1Cc1ccco1
→ -8%	-30%	5.9e-08M*	i	-25%	1%	0%	i	4.1%[57.5 µM]	0%	7.1e-08M*
- c1cc2c(c(NCc3ccncc3)c1)CCCC2
→ -12%	-13%	x	x	11%	-16%	2%	x	-0.7%	0%	x
- COc1ccc(-n2c(SC3CCOC3=O)nc3ccccc3c2=O)cc1OC (stereo unspecified)
→ u	-3%	i	u	u	0%	0%	i	2.9%[57.5 µM]	-2%	i
- O=C(CCN1C(=O)C2(OCCO2)c2ccccc21)c1ccccc1
→ 1%	23%	i	i	12%	-5%	1%	i	x	0%	i
- CCCCNC(=O)CC1N=C2c3ccccc3N=C(SCC(=O)Nc3cccc(OC)c3)N2C1=O (stereo unspecified)
→ -8%	-16%	1.5e-08M*	i	16%	-8%	-2%	i	-0.5%	5%	1.5e-08M*
- CCC(Sc1nc2n[nH]c(C)c2c(=N)n1-c1cccc(Cl)c1C)C(=O)N(CC)CC (stereo unspecified)
→ -1%	-16%	i	i	u	7%	2%	i	1.9%	3%	u
- CC1=CC(C)(C)N2C(=O)C3(C(C#N)=C(N)OC4=C3C(=O)CCC4)c3c(C)c(C)cc1c32 (stereo unspecified)
→ -2%	-7%	i	u	1%	1%	-1%	i	-0.3%[57.5 µM]	0%	i
- O=CN1CCN(C(C(=O)NC2CCCC2)c2ccc(Cl)cc2)CC1 (stereo unspecified)
→ -16%	1%	i	i	-1%	7%	1%	u	-2.8%	0%	i
- CS(=O)(=O)N(CC(O)Cn1c2ccccc2c2ccccc21)c1ccccc1 (stereo unspecified)
→ -2%	u	i	u	20%	-1%	1%	u	-0.3%	-1%	i
- COc1cccc(-c2nnc(N(C)C(=O)c3ccno3)s2)c1
→ 1%	24%	3.4e-08M*	i	u	-12%	-4%	i	-1.1%	1%	3.2e-08M*
- O=C(O)Cc1c[nH]c2ccc(O)cc12
→ -11%	8%	i	u	-11%	2%	-3%	i	1.1%	0%	i
- COc1ccc(OCCSc2nc3ccccc3n2CC(=O)O)cc1
→ -2%	-12%	x	x	-3%	-6%	-14%	x	1.7%[9.22 µM]	2%	x
- CC(C)c1ccc(NC(=O)c2cccnc2)cc1
→ -4%[11 µM]	3%	x	x	u	-16%[9.17 µM]	16µM*	x	-0.5%[0.0738 µM]	0%	x
- N#Cc1c(-c2ccco2)cc(C2CC2)nc1N
→ x	x	5.3e-07M*	i	x	x	1%[25.5 µM]	i	x	0%[20.6 µM]	6e-07M*
- Cc1ccc(-n2c(SCc3nnc4n3CCC4)nnc2-c2ccccc2)cc1
→ u	-19%	i	u	u	0%	2%	i	1.9%	0%	u

Structures from the list above with a COOH group, in the order listed:
Every second line gives: Hsp90 Hop PPI	ERK AVP inh	4MU fluor	Fluorescein fluor	CRE Fsk mod	Ub-GFP proteasome	FLuc inh	TexasRed autofl	HBB splice mod	Epigenetic mod	A350 autofl
- O=C(O)Cc1c[nH]c2ccc(O)cc12
→ -11%	8%	i	u	-11%	2%	-3%	i	1.1%	0%	i
- COc1ccc(OCCSc2nc3ccccc3n2CC(=O)O)cc1
→ -2%	-12%	x	x	-3%	-6%	-14%	x	1.7%[9.22 µM]	2%	x

Two entries from above in a different format.
SMILES	Hsp90 Hop PPI	ERK AVP inh	4MU fluor	Fluorescein fluor	CRE Fsk mod	Ub-GFP proteasome	FLuc inh	TexasRed autofl	HBB splice mod	Epigenetic mod	A350 autofl
CCC(Sc1nc2n[nH]c(C)c2c(=N)n1-c1cccc(Cl)c1C)C(=O)N(CC)CC (stereo unspecified)	-1%	-16%	i	i	u	7%	2%	i	1.9%	3%	u
CC1=CC(C)(C)N2C(=O)C3(C(C#N)=C(N)OC4=C3C(=O)CCC4)c3c(C)c(C)cc1c32 (stereo unspecified)	-2%	-7%	i	u	1%	1%	-1%	i	-0.3%[57.5 µM]	0%	i

Other results.
Every second line gives: Hsp90 Hop PPI	ERK AVP inh	4MU fluor	Fluorescein fluor	CRE Fsk mod	Ub-GFP proteasome	FLuc inh	TexasRed autofl	HBB splice mod	Epigenetic mod	A350 autofl
- Cc1cc(Nc2ccccc2)n(CCOC(=O)COc2ccccc2)n1
→ -3%	4%	i	i	-8%	-3%	2%	u	-0.2%[57.5 µM]	5%	i
- Cn1c(C(=O)NCCc2ccsc2)cc2c(=O)n(C)c3ccccc3c21
→ -4%[2.3 µM]	0%	x	x	25%	1%	0%	x	-0.5%	x	x
- O=C(CN(Cc1ccc(F)cc1)C(=O)CCC(=O)Nc1ccccn1)NCc1ccco1
→ -2%	-4%	i	i	-5%	5%	1%	u	-0.5%[57.5 µM]	0%	i
- CCc1ccccc1NC(=O)CC1S/C(=N\c2nccs2)N(CC)C1=O (stereo unspecified)
→ -2%	1%	i	i	-13%	1%	1%	i	1.0%	0%	i
- COC(=O)c1ccc(-c2nc(O)c3cnccn23)cc1
→ -4%	-13%	i	i	-5%	3%	1%	i	0.2%[57.5 µM]	-3%	i
- CC(=O)NC(CCS(C)(=O)=O)C(=O)Nc1ccc(Cl)c(Cl)c1 (stereo unspecified)
→ -1%	x	x	x	-1%	3%	2%	x	-0.4%	x	x
- CC(=O)Nc1ccccc1OCC(=O)c1ccc2c(c1)OCO2
→ -2%	2%	i	u	-1%	3%	-1%	u	-2.7%	-2%	i
- CC(C)C(=O)Nc1cccc(NC(=O)c2cc3ccccc3o2)c1
→ -3%	-16%	i	i	1%	7%	13µM*	i	-0.5%	-1%	i
- CC(NC(=O)c1noc2c1CCCC2)c1ccccc1 (stereo unspecified)
→ 3%	-2%	1.2e-08M*	i	-2%	-14%	-2%	u	-1.4%	1%	1.2e-08M*
- COc1ccc2[nH]cc(CCNc3nc(-c4cccc(C#N)c4)nc4ccccc34)c2c1
→ -20%	-22%	i	i	u	0%	-9%[2.29 µM]	i	-0.9%	5%[9.22 µM]	i
- CCOc1cc(C2C(C(=O)O)c3cc(OCC)c(OCC)cc3C(=O)N2C)ccc1O (stereo unspecified)
→ u	8%	i	u	-18%	4%	1%	i	-0.4%	4%	i
- CCCCN(C(=O)NC(=O)Nc1c(C)cc(C)cc1C)S(C)(=O)=O
→ -3%	7%	i	i	-6%	-1%	2%	i	0.1%[57.5 µM]	3%	i

Some of the compounds tested (hit frequency here may not be typical).
